Screening data (PubChem)
Tb PYK inh = inhibitors of Trypanosoma brucei pyruvate kinase | Potency, µM (doses to about 76.8 µM), for the others: at the highest dose activity, negative = inhibition, hits mostly inhibitors | Q57TT1 | TbPYK enzyme, Kinase-Glo Plus ATP luminescence, 45 min | AID 624173 | hit rate 0.12% among 410,000; note: potency is the fitted concentration of half-maximal effect; % is set by controls: 0 for no effect and ±100 for the full control effect; nearly all actives have a fitted effect of over 50% in size
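In this concentration-response screen, enzyme-free wells defined baseline while DMSO plates tracked drift. Each reaction combined TbPYK, substrate, compound and 130 uM ADP for 45 min at room temperature. Kinase-Glo Plus luminescence gave the signal.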
Shiga inhibitor = Shiga toxin inhibition | inhibition, % at 38.7 µM | Vero cells, Shiga toxin protein synthesis inhibition reporter | hit rate 9.2% among 290,000 | AID 2315; in the data active = inhibition mostly above about 28%, no sharp cut-off; inactive = mostly below about 43%; note: 0% is about no effect
Pf growth 48h = P. falciparum growth inhibition at 48 hours (one generation) | P. falciparum luciferase growth in erythrocytes, 48 h | Potency, µM (doses to about 28.7 µM), for the others: at the highest dose activity change, negative = inhibition, most hits filed as inhibitors | hit rate 5.9% among 310,000; note: potency is the fitted concentration of half-maximal effect; % is set by controls: 0 for no effect and ±100 for the full control effect
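Here the parasites carry a stable luciferase gene and grow inside erythrocytes in Albumax-based RPMI medium with compound for one erythrocytic cycle. Activity is scored as loss of luminescent signal.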
CHX counter = counter-screen for Shiga toxin inhibitors: cycloheximide protein synthesis inhibition | AID 2314 | max response, % | hit rate 12% among 300,000 | cell reporter, cycloheximide protein synthesis inhibition counterscreen; in the data active = max response mostly above about 13%, no sharp cut-off; inactive = mostly below about 14%; note: read at 38.3 µM for the half of the compounds with a filed dose; 0% is about no effect
AMA1 RON2 block = AMA1-RON2 (P. falciparum) interaction inhibition; AID 720542; hit rate 0.2% among 360,000; Potency, µM (doses to about 58.2 µM), without a hit: at the highest dose activity change, negative = inhibition, hits mostly inhibitors; AlphaScreen AMA1-biotinylated RON2 peptide binding;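 note: potency is the fitted concentration of half-maximal effect; 0% = vehicle wells and -100% = peptide control; nearly all actives have a fitted effect of over 45% in size; some results filed as inactive show a strong effect at the top dose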
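AMA1 (3D7) with his tag at 25 nM final met compounds first, then biotinylated RON2 peptide at 25 nM; detection used donor plus acceptor beads, 10 µg/mL apiece, read by AlphaScreen after 30 min at room temperature.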
LmPK inh = blocks Leishmania mexicana pyruvate kinase activity; Q27686; purified LmPK, Kinase-Glo ATP luminescence, 1 h; Potency, µM (titrated, usually from 57.5 µM), inactives show at the highest dose activity change, negative = inhibition, most hits filed as inhibitors; hit rate 0.37% among 290,000; note: potency is the fitted concentration of half-maximal effect; % is set by controls: 0 for no effect and ±100 for the full control effect
Target sequence (Q27686 whole entry, looked up): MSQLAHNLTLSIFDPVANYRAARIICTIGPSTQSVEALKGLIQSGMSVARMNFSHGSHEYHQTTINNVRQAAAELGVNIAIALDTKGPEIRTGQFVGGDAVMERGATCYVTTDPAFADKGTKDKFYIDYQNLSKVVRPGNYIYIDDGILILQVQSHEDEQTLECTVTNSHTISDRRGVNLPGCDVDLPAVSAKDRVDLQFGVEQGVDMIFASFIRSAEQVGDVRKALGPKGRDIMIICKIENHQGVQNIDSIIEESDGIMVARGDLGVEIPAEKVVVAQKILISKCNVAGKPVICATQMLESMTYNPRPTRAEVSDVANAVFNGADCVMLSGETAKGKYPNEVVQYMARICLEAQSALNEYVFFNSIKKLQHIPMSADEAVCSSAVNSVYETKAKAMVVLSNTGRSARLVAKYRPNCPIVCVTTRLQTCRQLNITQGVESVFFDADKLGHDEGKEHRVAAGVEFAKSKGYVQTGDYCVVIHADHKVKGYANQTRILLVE
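Purified LmPK (0.1 nM) converted ADP (0.1 mM) to ATP with PEP (0.5 mM) in imidazole buffer pH 7.2 with KCl and MgCl2, 1 h at room temperature. ATP was read by Kinase-Glo luminescence; data normalized to uninhibited and no-enzyme controls.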
Pf growth 96h = P. falciparum growth inhibition at 96 hour, primary screen for plastid delayed-death inhibitors; P. falciparum luciferase reporter growth, 96 h; Potency, µM (doses to about 28.7 µM), for inactives: at the top dose activity change, negative = inhibition, hits mostly inhibitors; hit rate 6.9% among 320,000; note: potency is the fitted concentration of half-maximal effect; % is set by controls: 0 for no effect and ±100 for the full control effect
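Readout is luminescence from an integrated firefly luciferase in P. falciparum. Red cells, 2% hematocrit and 0.05% parasitemia final, were cultured with compound through two parasite generations (96 hours) at 37 C, 5% CO2.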
Active calls of the source: *; ? = inconclusive; . = no result given; [ ] = dose if it differs, or a comment. Unless noted, calls come from the whole dose curve; as a rule, active = well fitted curve in the direction sought with a large enough effect; inconclusive = small, poorly fitted or top-dose-only effect, or another doubt; inactive = no such curve, though single readings can be large; an effect the other way counts as inactive or inconclusive.

SMILES | LmPK inh | AMA1 RON2 block | Pf growth 96h | Pf growth 48h | CHX counter | Shiga inhibitor | Tb PYK inh
COc1ccc(N(CC(=O)NC2CCCCC2)C(=O)CNC(=O)c2ccco2)cc1 | 1% | -20% | 44%[activator] | 1% | -5 | -8 | 6%
Cc1cc(S(=O)(=O)NCCN2CCOCC2)c(C)s1 | 5% | -7% | 65%[activator] | -1% | -1 | 13 | 10%
Nc1ccc(-c2cnc[nH]2)cc1[N+](=O)[O-] | -5% | ? | 51%[activator] | 64%[activator] | 12* | 26 | -4%
Cc1cc(-c2ccc(N3C(=O)CCC3=O)c(C)c2)ccc1N1C(=O)CCC1=O | -1% | -3% | 0% | 10% | -2 | 18 | -1%
CCc1ccc(N(CC(=O)NC(C)C)C(=O)CCC(=O)Nc2nccs2)cc1 | 0% | 5% | 90%[activator] | -11% | -7 | 32 | 0%
CCOC(=O)C1CCN(C(=O)Cn2cc3c(n2)CCC(C)C3)CC1 (centres undefined) | 0% | -2% | 99%[activator] | 3% | 7 | 6 | -13%
COc1ccc(/C=C/C(=O)NC(=S)Nc2cc3oc4ccccc4c3cc2OC)cc1 | -6% | 6% | 21% | -4% | 7 | 11 | -2%
O=C(NCc1ccccc1Cl)C1CCN(S(=O)(=O)N2CCCC2)CC1 | 6% | 2% | -17% | 14% | -1 | -5 | -1%
Cc1ccccc1OCC(=O)Nc1ccc(S(=O)(=O)N2CCCC2)cc1 | . | 4% | ? | ? | . | . | -6%
O/N=C(/CN(O)/C=C1/C=CC=N1)c1cccs1 | 4% | 13% | 15µM* | 18% | 7 | -2 | 2%
COc1ccccc1NC(=O)CN1CCN(CC(=O)Nc2ccc(OCc3ccccc3)cc2)CC1 | 6% | -9% | -18% | ? | 20* | 18 | -18%
Cn1c(N)c(C(=O)CSc2ccc3c(c2)OCCO3)c(=O)n(C)c1=O | -1% | -2% | -10% | 3% | 12 | -3 | -1%
Cc1cccc(NC(=O)Cn2nc(-c3cccs3)ccc2=O)c1C | -3% | -1% | 0% | -4% | -6 | 12 | 4%
Cc1ccc(N=C(NO)c2cnccc2C(F)(F)F)c(C)c1 | 1% | -7% | 17% | 25%[0.00184 µM] | -4 | -3 | 1%
CCN(CC)S(=O)(=O)c1ccc(NS(=O)(=O)c2ccc(C)c(C)c2)cc1 | 4% | 14% | -16% | . | -6 | -11 | -11%
CC(C)Cc1ccc(-c2cc(=O)[nH][nH]2)cc1 | 2% | 31%[activator] | ? | ? | 2 | 20 | -14%
CC(=O)c1ccc2c(c1)OCCOCCOc1ccccc1OCCOCCO2 | 1% | -21% | 0% | 18% | -2 | -3 | 4%
CCN(Cc1ccccc1)S(=O)(=O)c1ccc(C(=O)Nc2nnc(-c3ccccc3OC)o2)cc1 | 4% | 87%[activator] | . | . | -1 | 1 | -28%
O=C(CCN1CCCCO1)N1CCCC(N2CCN(c3ccc(F)cc3)CC2)C1 (centres undefined) | 0% | 0% | ? | -15% | -1 | -14 | -22%
COc1ccc(Cn2nnnc2CN2CCC(O)(c3ccc(F)cc3)CC2)cc1 | 0% | -8% | -57% | -2% | -3 | 16 | 1%
COc1ccc(CCNC(=O)c2ccc(NS(=O)(=O)c3c(C)noc3C)cc2)cc1OC | 4% | 28% | 14% | ? | 1 | -3 | -9%
COCc1cc(C)n(CC(=O)NC(C)c2ccccc2)c(=O)c1C#N (centres undefined) | 4% | -1% | -16% | -5% | -6 | 20 | -7%
O=C(NCC(=O)N(Cc1ccccc1)C(C(=O)NC1CCCC1)c1ccco1)c1ccco1 (centres undefined) | 0% | 18% | 5.2µM* | -3% | 5 | 26 | 2%
C(=N\N1CCN(Cc2ccccc2)CC1)/c1cccs1 | -1% | -16% | 39%[activator] | 38%[activator] | 41* | 45* | -3%
Cc1cc(C)n2nc(C(=O)OCC(=O)N(CC(C)C)CC(C)C)nc2n1 | 2% | 3% | 8% | 7% | -5 | -7 | 2%
Cc1ccccc1-n1c(=O)n(Cc2ccco2)c(=O)c2[nH]cnc21 | 0% | -3% | -13% | 19% | -1 | -21 | -7%
C#CC[N+](C)(C)CC#Cc1ccccc1 | 1% | 1% | 95%[activator] | 1.7µM* | 1 | -5 | 4%
CCc1sc(-c2c(C#N)c(N)nc3c2CCCCCC3)cc1[N+](=O)[O-] | 4% | 44%[activator] | -24% | -3% | 13 | -24 | -1%
O=C(O)CSc1nc(-c2ccccc2)c(-c2ccccc2)[nH]1 | -2% | -2% | 21% | 47%[activator] | 2 | 24 | -5%
COc1cc(NC(=O)c2ccc([N+](=O)[O-])o2)ccc1NC(=O)c1ccco1 | 5% | -9% | ? | -10% | 24 | 23 | -3%
CCOC(=O)c1nnn(-c2nonc2N)c1CN(C)C1CCCCC1 | 2% | -3% | ? | 35%[activator] | -4 | 32 | 0%
Cc1ccccc1S(=O)(=O)N1CCN(C)CC1 | -3% | 1% | ? | 4% | -2 | -4 | -2%
CC1=CC(C)C2C(=O)N(c3ccccc3)C(=O)C2C1 (centres undefined) | -2% | 5% | . | 13% | 0 | -10 | 3%
CCOC(=O)C(C(=O)Nc1ccccn1)C1CCCCC1 (centres undefined) | -1% | 8% | 9.3µM* | 6% | -2 | 12 | -3%
CCCCN1CCc2[nH]c(=S)[nH]c(=O)c2C1 | -3% | 14% | 25% | 1% | -2 | -15 | -10%
Cc1cc(=O)oc2cc(OCC(=O)Nc3nnc(CC(C)C)s3)ccc12 | 1% | 8% | -14% | 2% | -5 | -20 | -3%
CCCn1nc(C(=O)Nc2cccc(C(=O)OC)c2)c2ccccc2c1=O | 6% | -1% | ? | ? | 3 | 20 | 1%
Cc1ccc(-c2nnn(CC(=O)N(CCO)C(C(=O)NC3CCCCC3)c3ccncc3)n2)o1 (centres undefined) | 0% | 6% | 17% | 7% | -2 | -2 | -3%
CCC(CC)C(=O)Nc1cc(C)cc(C)c1 | 9% | 18% | . | 5% | -2 | -16 | -3%
CC(=O)NC(Cc1ccccc1F)C(=O)NC1CCN(C(=O)c2cnccn2)CC1 (centres undefined) | -2% | 0% | ? | 21% | -2 | -3 | -4%
Cn1ncc(Br)c1C(=O)NC1CCCC1 | -1% | -13% | 14% | 104%[activator] | -6 | -8 | 5%
O=C(NCCCN1CCCC1=O)Nc1ccc([N+](=O)[O-])cc1 | 0% | 1% | ? | -23% | 18* | 43 | -1%
COc1ccccc1N1CC(C(=O)Nc2nnc(SCC(=O)NCC3CCCO3)s2)CC1=O (centres undefined) | -5% | 22% | ? | -23% | 8 | -9 | -15%
CC12CCC(c3n[nH]c(=S)nc31)C2(C)C (centres undefined) | 0% | 48%[activator] | 11% | -19% | -6 | -10 | ?
COc1cccc(OP(=O)(Nc2ccccc2)Oc2cccc(OC)c2)c1 | 7% | 0% | ? | -45% | 13 | . | 5%
Cc1sc(NC(=O)c2ccccc2)c(C#N)c1-c1ccccc1 | -1% | -4% | 4.1µM* | 104%[activator] | 43* | 26* | -11%
O=C(Cc1ccccc1)NCC(=O)Nc1cccc(Cl)c1 | -14% | 9% | 30%[activator] | -1% | -4 | -3 | 8%
COc1ccc(OCC(=O)NCC(c2cccs2)N2CCOCC2)cc1 (centres undefined) | . | -4% | 0% | -7% | . | . | 1%
O=C(O)CCCn1nc(C(F)(F)F)c2c1CCCCC2 | 3% | -6% | . | -6% | -1 | 15 | -2%
O=C1C2C3C=CC(C3)C2C(=O)N1c1ccc(S(=O)(=O)Nc2nccs2)cc1 (centres undefined) | 0% | -2% | 15% | 1% | 1 | -9 | 0%
CS(=O)(=O)N1CCN(c2cnn(-c3ccccc3)c(=O)c2Cl)CC1 | 0% | 13% | 40%[activator] | -1% | -5 | 3 | -1%
Cc1ccc(N(C)C(=O)C2CCCN2S(=O)(=O)c2ccc3c(c2)n(C)c(=O)c(=O)n3C)cc1 (centres undefined) | 1% | -6% | 0% | -14% | -1 | 5 | 3%
O=C(Nc1cnn(Cc2c(Cl)cccc2Cl)c1)C(c1ccccc1)c1ccccc1 | 12% | 1% | ? | . | -1 | -11 | 0%
O=C(CSc1ccccn1)N1CCCC(Nc2ccc(F)c(F)c2)C1 (centres undefined) | -1% | -17% | 1% | -20% | 7 | -4 | 1%
CCOc1cc(/C=N/NC(=O)c2cccs2)ccc1OC(=O)N1CCOCC1 | -4% | 9% | -13% | 5% | 45* | 109* | 1%
CCC(C)c1ccc(-n2c(=O)c3ccccc3n3c(=S)[nH]nc23)cc1 (centres undefined) | 10% | 36%[activator] | 42%[activator] | 44%[activator] | -1 | -6 | -8%

Looked up by compound from the list above (4):
SMILES | LmPK inh | AMA1 RON2 block | Pf growth 96h | Pf growth 48h | CHX counter | Shiga inhibitor | Tb PYK inh
CS(=O)(=O)N1CCN(c2cnn(-c3ccccc3)c(=O)c2Cl)CC1 | 0% | 13% | 40%[activator] | -1% | -5 | 3 | -1%
Cc1ccc(N(C)C(=O)C2CCCN2S(=O)(=O)c2ccc3c(c2)n(C)c(=O)c(=O)n3C)cc1 (centres undefined) | 1% | -6% | 0% | -14% | -1 | 5 | 3%
Cc1sc(NC(=O)c2ccccc2)c(C#N)c1-c1ccccc1 | -1% | -4% | 4.1µM* | 104%[activator] | 43* | 26* | -11%
O=C(CSc1ccccn1)N1CCCC(Nc2ccc(F)c(F)c2)C1 (centres undefined) | -1% | -17% | 1% | -20% | 7 | -4 | 1%

Some of the entries so far, field by field:
Cc1sc(NC(=O)c2ccccc2)c(C#N)c1-c1ccccc1
  LmPK inh: -1% | AMA1 RON2 block: -4% | Pf growth 96h: 4.1µM* | Pf growth 48h: 104%[activator] | CHX counter: 43* | Shiga inhibitor: 26* | Tb PYK inh: -11%

O=C(Cc1ccccc1)NCC(=O)Nc1cccc(Cl)c1
  LmPK inh: -14% | AMA1 RON2 block: 9% | Pf growth 96h: 30%[activator] | Pf growth 48h: -1% | CHX counter: -4 | Shiga inhibitor: -3 | Tb PYK inh: 8%

COc1ccc(OCC(=O)NCC(c2cccs2)N2CCOCC2)cc1 (centres undefined)
  LmPK inh: . | AMA1 RON2 block: -4% | Pf growth 96h: 0% | Pf growth 48h: -7% | CHX counter: . | Shiga inhibitor: . | Tb PYK inh: 1%

O=C(O)CCCn1nc(C(F)(F)F)c2c1CCCCC2
  LmPK inh: 3% | AMA1 RON2 block: -6% | Pf growth 96h: . | Pf growth 48h: -6% | CHX counter: -1 | Shiga inhibitor: 15 | Tb PYK inh: -2%
